Assay outcomes as filed in PubChem.
HTR5A inv ctr: inverse agonist of human HTR5A in OPRM1-OPRD1 counter-screen; P47898; HTR5A cell line, luminescence, inverse agonism; inhibition, % at 9.3 µM; 0.083% of 340,000 active; AID 504634; in the data active means inhibition mostly above about 23%, no sharp cut-off; inactive means mostly below about 18%;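 further: 0% = cells with DMSO and 100% = no-cell wells with DMSO; some compounds called inactive have numbers as strong as hits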
Target sequence (P47898 whole entry, looked up): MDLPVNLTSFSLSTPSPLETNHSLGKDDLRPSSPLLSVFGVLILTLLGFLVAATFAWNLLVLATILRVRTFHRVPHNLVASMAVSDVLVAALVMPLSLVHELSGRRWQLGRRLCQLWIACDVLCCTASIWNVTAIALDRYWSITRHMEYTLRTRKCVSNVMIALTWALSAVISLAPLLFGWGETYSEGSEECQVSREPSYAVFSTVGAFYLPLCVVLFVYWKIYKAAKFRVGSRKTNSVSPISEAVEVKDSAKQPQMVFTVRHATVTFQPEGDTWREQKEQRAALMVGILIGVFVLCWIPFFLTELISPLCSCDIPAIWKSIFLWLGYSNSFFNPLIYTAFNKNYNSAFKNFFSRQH
phage Ecoli inh: E. coli growth loss with phage present. growth absorbance. inhibition, % at 11.9 µM. 0.26% of 360,000 active; in the data active means inhibition above about 11%
Mot1-301 SUMO: SUMOylation pathway inhibition by Mot1-301 growth rescue; S. cerevisiae Mot1-301 growth rescue, ATP luminescence, 38.5C; percent above DMSO median, 100 means doubled; growth rescue, % at 18.8 µM; 1% of 320,000 active;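 active means every valid replicate shows activation above 250% relative to neutral control wells; inactive means the rest, any valid replicate at or below 250%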;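 further: OY570 slx delta 5 strain wells were the positive control but not used for scaling; some compounds called inactive have numbers as strong as hits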
E coli growth: counter-screen for AddAB inhibitors: E. coli growth inhibition; E. coli V3065 growth, OD600 absorbance, 18 h; inhibition, % at 11.9 µM; 0.27% of 330,000 active; AID 449728;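 active means inhibition above the campaign's mean inhibition across all tested compounds plus 3 SD, cut at about 9.9% in these data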;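 further: uninfected addAB+ strain grown without phage in ampicillin broth; 0% = DMSO wells and 100% = ciprofloxacin 0.95 µg/ml wells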
MOR-DOR inv ag: mu-delta opioid heterodimer inverse agonism; P35372+P41143; cell-based MOR-DOR heterodimer luminescence; inhibition, % at 9.3 µM; 0.21% of 340,000 active; in the data active means inhibition above about 22%, passing the limit was not always enough;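 further: 0% = cells with DMSO and 100% = wells without cells with DMSO; values of inactives mirror those of a sister screen read the other way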
AddAB inh: less growth of phage-infected E. coli with AddAB. E. coli expressing H. pylori AddAB, absorbance growth. inhibition, % at 11.9 µM. 0.29% of 330,000 active. AID 435030; in the data active means inhibition above about 12%;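 further: 0% = vehicle wells of infected cells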
PKA-R1A activ: activates the PKA-R1A holoenzyme complex | PKA-R1A dissociation, Cy5-IP20 fluorescence polarization; scaled: DMSO 0%, 113 µM cGMP 100% | activation, % at 11.4 µM | 0.083% of 340,000 active;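 active means percent activation above the mean of all tested compounds plus 3 SD, cut at about 19% in these data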;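 further: higher means more PKAc released from R1A so a rise in polarization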
HTR5A ag ctr: HTR5A agonism, opioid heterodimer counter-screen | AID 504692 | HTR5A agonist assay, luminescence, cell-based | 0.61% of 340,000 active | activation, % at 9.3 µM; in the data active means activation mostly above about 9.5%, no sharp cut-off; inactive means mostly below about 7.6%;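 further: 0% = cells with vehicle only and 100% = reference agonist; strong numbers were not always called active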
OPRM1-OPRD1 ag: OPRM1-OPRD1 heterodimerization agonism; P35372+P41143; cells, luminescence; 0.3% of 340,000 active; AID 504326; activation, % at 9.3 µM; in the data active means activation above about 18%;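 further: 0% = vehicle-treated cells and 100% = reference agonist; values of inactives mirror those of a sister screen read the other way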
DSG3 Ab inh: human desmoglein-3 autoantibody binding inhibition | P32926 | DSG3-coupled beads, scFv-anti-DSG3-GFP binding, flow cytometry; stronger effect = lower value | binding (percent of control), % at 10 µM | 0.48% of 310,000 active;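 active means binding more than 3 SD below its plate's average and above zero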;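 further: hits lower antibody fragment binding to DSG3; some compounds called inactive have numbers as strong as hits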
PfHsp90 yeast 2: growth inhibition of yeast expressing Plasmodium Hsp90 | S. cerevisiae expressing PfHsp90, BacTiter-Glo ATP, 48 h; yeast lacking PDR1 and PDR3 efflux regulators | AID 504621 | 0.32% of 310,000 active | inhibition, % at 9.4 µM;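 active means every replicate shows inhibition above about 80%, whatever the replicate mean, limit read from the data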;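 further: 0% = DMSO neutral controls and 100% = 20 µM radicicol positive controls; yeast relying on Plasmodium falciparum Hsp90 in place of its own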
* = called active by the depositor; . = not tested or not shown. Rows were taken by chance; 3.2% or so of the library scored in one or more.

SMILES	HTR5A inv ctr	phage Ecoli inh	Mot1-301 SUMO	E coli growth	MOR-DOR inv ag	AddAB inh	PKA-R1A activ	HTR5A ag ctr	OPRM1-OPRD1 ag	DSG3 Ab inh	PfHsp90 yeast 2
O=C(c1cccc(N2C(=O)C3C4C=CC(C4)C3C2=O)c1)N1CCN(c2ccccc2)CC1 (stereo unspecified)	-11	2.1	-16	3.7	-3	2.1	-7	-7	0.5	126	.
Cc1ccc(CSc2nnc(Nc3ccc(C)cc3)s2)cc1	-16	1.0	161	1.4	-26	1.4	6	6	6.0	67*	-58
CN(Cc1ccc(C(F)(F)F)cc1)C(=O)C1CCC(=O)N(C2CC2)C1 (stereo unspecified)	-6	3.0	-3	.	14	.	1	-1	-2.7	113	-5
CCOC(=O)/C(=C/c1ccc(OC(=O)c2ccccc2)cc1)C(C)=O	-12	2.9	-16	-0.7	-19	2.5	15	2	3.5	98	106*
CSc1ncc(CN2CCN(C3CCCC3)C(CCO)C2)cn1 (stereo unspecified)	-6	1.6	-2	-2.5	11	-3.0	1	1	-2.3	98	3
c1ccc(Sc2cccc3ccccc23)c(CNC2=NCCN2)c1	-1	4.5	-25	2.5	10	0.7	-6	-9	-1.5	105	-9
CCOC(=O)C1=C(C)N=C2SC(C(=O)OC)=CC(=O)N2C1c1ccc(OC)cc1 (stereo unspecified)	-2	-0.9	-33	-1.3	20	4.9	0	1	-4.4	98	-6
Cc1noc(C)c1C(=O)N1CCC2(CC1)Oc1ccc(F)cc1C(=O)C21CC(c2ccc(Cl)cc2)=NO1 (stereo unspecified)	-13	1.7	-22	-5.0	7	2.1	-10	-1	-1.3	105	.
O=C(COc1ccc(C(=O)c2ccccc2)cc1)NC1CCCCCC1	-13	2.5	25	-1.4	-30	0.0	-3	5	4.9	103	-14
Cc1c(/C=N/N2C(=O)C3C4C=CC(C4)C3C2=O)c2ccccc2n1C (stereo unspecified)	-3	3.9	10	-0.5	17	1.6	1	2	-3.3	85	13
COc1ccc(Oc2nc(SC)nc3ccsc23)cc1	-12	3.0	-11	1.2	-11	5.1	-7	5	2.0	123	0
CC(C)(C)C1CCC(CN2C(Nc3ccccc3)=NC[C@@H]2Cc2ccccc2)CC1 (stereo partly specified)	-29	4.7	47	4.9	-72	4.8	-2	5	13	.	-19
CCOc1nc(OCC)nc(-n2cc(-c3ccccc3)nn2)n1	-10	1.1	45	-0.7	6	-0.9	-4	-1	-1.1	103	-28
O=C(Nc1ccc2c(c1)OCCO2)C1CCCN(S(=O)(=O)c2cccs2)C1 (stereo unspecified)	4	.	-11	-1.5	6	1.4	-2	-2	-1.6	97	-13
COC(=O)c1ccc(/C=N/NS(=O)(=O)c2cc(C)ccc2C)cc1	-7	2.0	19	-0.9	29	2.1	-12	0	-4.6	98	-26
Cc1nc(N/C(N)=N/S(=O)(=O)c2ccccc2)nc2ccccc12	-4	2.1	-5	0.4	4	-0.5	-5	1	-0.7	127	16
CC(C)CN1C(=O)c2ccc(C(=O)Nc3c[nH]c(=O)[nH]c3=O)cc2C1=O	-24	2.9	-25	-0.9	7	3.9	7	0	-1.3	102	23
O=C(Cn1c(=O)cnc2ccccc21)Nc1cccc(S(=O)(=O)N2CCOCC2)c1	-14	4.1	4	0.3	13	0.6	-3	4	-2.5	97	11
Cc1ccc(S(=O)(=O)Nc2cc(=O)[nH]c3c2CCC3)cc1	0	1.2	-8	-0.2	6	1.3	-6	5	-1.2	102	9
COc1ccc(O)c(C(=O)C2c3ccccc3C(=O)N2c2ccc(C)cc2)c1 (stereo unspecified)	-2	0.6	-15	1.0	-17	7.3	1	1	3.5	.	-13
Cc1ccc(C)c(NC(=S)NCc2ccc3c(c2)OCO3)c1	7	2.1	2	1.3	18	-1.2	-12	3	-3.6	.	0
Cc1nnc(NC(=O)c2ccc(S(=O)(=O)N3CCCCCC3)cc2)o1	-1	1.4	2	-3.7	15	-2.3	2	-1	-2.5	103	-24
COc1ccc(-c2cc([C@H]3[C@H]4C=CC[C@@H](C)[C@@H]4C(=O)N3Cc3ccccc3)ccc2F)cc1	-9	-1.0	3	1.2	7	2.9	1	13	-1.2	100	3
CCCCC1=CC2=C(c3ccco3)C(=O)C(C)(OC(=O)c3ccc(OC)cc3)C(=O)C2=CN1Cc1ccc2c(c1)OCO2 (stereo unspecified)	-11	.	-4	-0.1	-16	3.6	2	3	3.0	99	18
Cc1cc(NC(=O)COc2ccccc2C)no1	-9	2.5	-15	0.3	2	4.0	0	3	-0.3	91	14
COc1ccc(N2C(=O)CCC(C(=O)N3CCCCC3)C2c2ccc(OC)c(OC)c2)cc1 (stereo unspecified)	-21	1.0	-9	-0.4	10	5.1	8	6	-1.7	.	.
CCO[C@@H]1OC(C(=O)NC2CC2)=C[C@H](C2CC2)[C@H]1CCCO	7	0.0	6	0.5	22	4.0	-8	4	-3.9	104	6
CCN1CCN(S(=O)(=O)Cc2ccccc2Cl)CC1	11	2.4	-1	1.6	9	4.3	-23	-4	-2.2	110	9
COc1ccc(CC(=O)OCC(=O)NCc2ccc3c(c2)OCO3)cc1OC	-4	2.9	-3	-1.8	9	-1.6	5	1	-1.7	93	.
COc1cccc(CNC(=O)CN2C(=O)COc3ccc(S(=O)(=O)N4CCOCC4)cc32)c1	4	0.0	82	-0.8	15	4.6	-1	0	-3.1	103	-3
Cn1ccnc1C1CCCCN1Cc1nc(Cc2cccc(C(F)(F)F)c2)no1 (stereo unspecified)	13	3.1	14	1.0	3	0.3	-7	-5	-0.5	.	23
COc1ccc(Cl)cc1NC(=O)CC(C)c1ccccc1 (stereo unspecified)	22	2.1	7	0.0	-15	0.9	-7	-10	3.0	.	.
COCCN1Cc2cccc(C(=O)NCCCN3CCCC3=O)c2C1=O	-9	2.9	185	0.1	-2	-0.5	-3	4	0.4	97	-5
COc1ccc(NC(=O)NC2CCCCCCC2)cc1	-13	1.7	-4	0.4	-36	-0.4	-4	3	6.6	101	8
COc1ccc(-n2c(=O)cc(N3CCN(Cc4ccccc4)CC3)[nH]c2=O)cc1	-16	1.9	1	0.3	14	0.7	-13	5	-2.4	99	17
Cc1ccc(-c2nc(SC(C)C(=O)c3c(N)n(C)c(=O)n(C)c3=O)n[nH]2)cc1 (stereo unspecified)	-4	1.9	-6	0.8	6	0.3	11	1	-0.9	104	.
COc1ccccc1S(=O)(=O)Nc1ccc(-c2nnc3n2CCCCC3)cc1	-20	1.9	12	3.1	11	3.4	-10	-3	-1.9	103	25
Cc1cccc(NC(=O)c2ccccc2C(=O)Nc2cccc(C)c2)c1	-10	2.0	-10	-2.6	16	-1.5	-11	4	-3.3	.	-10
N#Cc1ccc(CSC2=NCCN2)cc1	9	2.1	-21	0.8	0	5.4	-6	-3	0.0	102	14
Cc1nn(-c2ccccc2)c(C)c1C(=O)OCC(=O)N(C)C1CCS(=O)(=O)C1 (stereo unspecified)	24	2.6	-7	0.3	3	0.9	-16	2	-0.4	102	17
O=C(CSCc1ccccc1Br)N/N=C/c1ccccc1C(=O)O	2	4.5	-7	1.9	6	5.2	-3	1	-1.2	92	-3
COC(=O)c1nnn(CC(=O)NC(=O)Nc2ccccc2F)c1C(=O)OC	-3	1.4	45	1.9	13	0.3	0	2	-2.4	101	19
c1cncc(CNc2ncnc3ccc(-c4ccc5c(c4)OCO5)cc23)c1	-11	1.8	-13	0.6	7	2.4	-12	2	-1.1	102	19
COc1cc(S(=O)(=O)NCc2ccccn2)c(OC)cc1Cl	-4	2.1	3	-1.6	12	2.6	-3	-4	-2.2	101	-6
O=C(COC(=O)CCC(=O)c1ccc(F)cc1)Nc1ccc(Cl)cn1	-13	-0.9	25	-2.2	-2	-0.7	-2	5	0.6	100	12
Cc1ccc(S(=O)(=O)c2c(C)nn(C(C)(C)C)c2OC(=O)C(C)C)cc1	-15	1.7	-7	-0.6	-3	0.6	12	-2	0.7	87	15
COc1ccc(NC(=O)CSCC(=O)Nc2cccc(S(=O)(=O)N3CCCCCC3)c2)cc1	11	1.0	-14	0.4	12	0.7	4	-3	-2.6	100	-27
O=c1cc(CO)oc(CN2CCN(Cc3ccccc3)CC2)c1O	-19	0.6	3	-3.1	5	-0.9	-6	-2	-0.8	103	28
CC(=O)C1=C(C)Nc2ncnn2C1c1cccc(Br)c1 (stereo unspecified)	2	2.9	-2	-0.9	15	-0.4	-8	0	-3.1	99	-10
COc1ccc(Nc2cc(C)nc(N3CCOCC3)n2)cc1	-18	1.4	-6	-1.9	6	-1.8	2	-3	-1.0	.	12
CCOC(=O)c1cc(-c2ccccc2)n(CCC(=O)O)c1C	1	3.3	50	2.4	15	1.2	-1	1	-2.7	103	-28
C=CCOc1ccc(Cl)cc1CNCCCN1CCOCC1	13	0.1	-9	-1.5	-8	-1.3	0	-6	1.3	108	.
Cc1ccccc1Cn1cnc2c(NS(C)(=O)=O)c(C)c(C)cc21	-12	0.2	-33	-0.7	-1	-0.9	-9	1	0.1	100	-3
COc1ccc(C(=O)N2CCN(c3nnnn3-c3ccccc3)CC2)cc1OC	21	0.9	-10	0.5	11	0.9	-2	4	-2.3	98	-7
CSc1ncccc1C(=O)OCC(=O)N1CCN(C(=O)c2ccco2)CC1	0	3.1	1	-0.2	8	0.2	1	0	-1.9	102	17
CN(Cc1ccco1)C(=O)CSc1nc(C2CC2)n(-c2ccccc2)n1	-7	0.8	.	.	6	.	-7	5	-1.2	87	1
COc1cc(-c2nnc(CSc3nnc4nc(C)cc(C)n34)o2)cc(OC)c1OC	-8	2.4	.	-0.8	3	0.3	3	-6	-0.4	104	9
COc1ccccc1N1CCN(CCCn2c(=S)[nH]c3ccccc3c2=O)CC1	11	-0.6	-18	3.2	13	2.9	-11	-3	-2.8	109	0
CC(C)(C)C(=O)NNC(=O)CCCOc1ccc(Cl)cc1Cl	-11	1.9	-8	2.2	10	3.8	-2	-5	-1.7	97	8
COC(=O)C(C)Sc1nc2c(c(=O)[nH]c(=O)n2C)n1CCCc1ccccc1 (stereo unspecified)	-20	2.5	.	1.8	13	1.4	6	-2	-2.2	101	5
COC(=O)c1sccc1NC(=O)CC1C(=O)NCCN1C(=O)Nc1ccc(C(F)(F)F)cc1 (stereo unspecified)	-3	3.6	-9	-0.4	5	4.1	-4	1	-0.9	108	7

2 records picked at random from those above:
SMILES	HTR5A inv ctr	phage Ecoli inh	Mot1-301 SUMO	E coli growth	MOR-DOR inv ag	AddAB inh	PKA-R1A activ	HTR5A ag ctr	OPRM1-OPRD1 ag	DSG3 Ab inh	PfHsp90 yeast 2
CCOC(=O)C1=C(C)N=C2SC(C(=O)OC)=CC(=O)N2C1c1ccc(OC)cc1 (stereo unspecified)	-2	-0.9	-33	-1.3	20	4.9	0	1	-4.4	98	-6
Cc1noc(C)c1C(=O)N1CCC2(CC1)Oc1ccc(F)cc1C(=O)C21CC(c2ccc(Cl)cc2)=NO1 (stereo unspecified)	-13	1.7	-22	-5.0	7	2.1	-10	-1	-1.3	105	.
